Screens (PubChem BioAssay)
HT1080 IDH1KD tx: kills HT-1080 cells with IDH1 knockdown. Potency, µM (titrated, usually from 46.1 µM), without a hit: at the top dose activity, negative = toxicity, actives largely listed as cytotoxic. HT-1080 IDH1 knockdown viability, ATP luminescence, 48 h. 2% of 360,000 active. AID 686971;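 note: potency is the fitted concentration of half-maximal effect; 0% = DMSO wells and -100% = cell-free medium wells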
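After a 2 h attachment period, IDH1KD HT-1080 cells took pin-transferred compound for 48 h at 37 °C; ATP-based luminescence after 10 min room-temperature reagent incubation reported viability.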
MCF10A rereplic: induces DNA re-replication in MCF 10a normal breast cells. MCF 10A DNA re-replication, Hoechst nuclear intensity, 48 h. Potency, µM (series often up to 46.1 µM), for the others: at the top dose activity, positive = re-replication, most hits filed as activators. 2.9% of 350,000 active. AID 624296; note: potency is the fitted concentration of half-maximal effect; % of control where 0% means no effect; nearly all actives have a fitted effect of over 50% in size
IL1B secr inh: blocks inflammasome-driven IL-1 beta release; AID 743279; 4.7% of 360,000 active; activity change, % at 57.5 µM; THP-1 LPS/ATP IL-1B secretion, AlphaLISA, 16 h; hits give low values; in the data active = activity change below about -50%; inconclusive = mostly about -30% to -49%; note: % is set by controls: 0 for no effect and ±100 for the full control effect
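THP-1 cells pretreated 1 hr with compounds (up to 57.5 uM final), then stimulated with LPS (250 ng/mL final) plus ATP (1.25 mM final); secreted IL-1B measured by AlphaLISA after 16 hr, decreased signal indicating inhibition.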
HT1080NT lethal: kills 2HG-producing HT-1080-NT fibrosarcoma cells; HT-1080-NT fibrosarcoma viability, CellTiter-Glo ATP luminescence, 48 h; Potency, µM (series often up to 46.1 µM), without a hit: at the top dose activity, negative = less viability, hits mostly cytotoxic; 1.6% of 360,000 active;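 note: NT is the 2HG producing partner of a matched IDH1 knockdown line; potency is the fitted concentration of half-maximal effect; 0% = DMSO-treated cells and -100% = media-only wells without cells; nearly all actives have a fitted effect of over 55% in size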
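750 cells/well, RPMI + 5% FBS; 2 h settle, compound pin-transfer, 48 h at 37 degrees C. CellTiter-Glo 10 min RT, luminescence. Normalized to DMSO and media-only wells.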
ATXN2 expr inh: ATXN2 expression inhibition. HEK-293 ATXN2-luciferase reporter, luminescence, 24 h. 0.72% of 360,000 active. Potency, µM (titrated, usually from 57 µM), for inactives: at the top dose activity change, negative = inhibition, hits mostly inhibitors; note: potency is the fitted concentration of half-maximal effect; % is set by controls: 0 for no effect and ±100 for the full control effect; nearly all actives have a fitted effect of over 55% in size
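ATXN2-luciferase reporter cells (luciferase flanked by upstream and downstream ATXN2 gene portions) were treated 24 h at 37 °C with compounds at up to 57 uM. SteadyGlo luminescence gave expression; GF-AFC fluorescence gave viability.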
ATXN viability: reduces viability in counter-screen for ATXN expression inhibitors. S2 cells (HEK-293 line with an ATXN2-luciferase reporter) viability, CellTiter-Fluor protease fluorescence, 24 h. Potency, µM (top dose mostly 56.7 µM), usual class: cytotoxic. 0.49% of 400,000 active. AID 651635; note: potency is the fitted concentration of half-maximal effect; nearly all actives have a fitted effect of over 40% in size
KB-V1 MDR tox: KB-V1 MDR subline cytotoxicity | KB-V1 MDR cells viability, CellTiter-Glo, 72 h | Potency, µM (top dose mostly 46.1 µM), for the others: at the top dose activity change, negative = cytotoxicity, usual class: cytotoxic | 3.4% of 400,000 active | AID 1347076; note: potency is the fitted concentration of half-maximal effect; % is set by controls: 0 for no effect and ±100 for the full control effect; nearly all actives have a fitted effect of over 60% in size
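Readout: CellTiter-Glo luminescence, 10 min after addition. Cells: KB-V1 MDR subline, 72 h at 37 degrees C with compound. Analysis: corrected, normalized data fitted to concentration-effect curves.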
SW480 rerep: induces DNA re-replication in SW480 colon adenocarcinoma cells. 1.8% of 340,000 active. AID 624297. Potency, µM (series often up to 46.1 µM), for inactives: at the top dose re-replication activation, usual class: activators. SW480 DNA re-replication, Hoechst DNA content imaging, 48 h; note: potency is the fitted concentration of half-maximal effect; % of control where 0% means no effect; nearly all actives have a fitted effect of over 55% in size
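Treated cells incubate 48 hr (37 C, 5% CO2), are stained 40 min with Hoechst, and nuclear fluorescence is enumerated; a rise in nuclei with high DNA signal marks re-replication.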
KB-3-1 cytotox: kills parental KB-3-1 adenocarcinoma cells | AID 1347075 | Potency, µM (highest dose often 46.1 µM), inactives show at the top dose activity change, negative = cytotoxic, actives largely listed as cytotoxic | 1.4% of 400,000 active | KB-3-1 viability, CellTiter-Glo ATP luminescence, 72 h; note: potency is the fitted concentration of half-maximal effect; % is set by controls: 0 for no effect and ±100 for the full control effect; nearly all actives have a fitted effect of over 60% in size
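Using CellTiter-Glo luminescence, growth of non-resistant KB-3-1 adenocarcinoma cells is assessed 72 h after pin-tool compound addition at 37 °C. Normalized responses across the concentration series yield fitted curves.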
Active calls of the source: *; i = inactive; ? = inconclusive; · = no result given; & = joins results of further samples; [ ] = another dose, or the depositor's remark. Unless noted, calls come from the whole dose curve; as a rule, active = well fitted curve in the direction sought with a large enough effect; inconclusive = small, poorly fitted or top-dose-only effect, or another doubt; inactive = no such curve, though single readings can be large; an effect the other way counts as inactive or inconclusive.

Order of values – HT1080 IDH1KD tx	MCF10A rereplic	IL1B secr inh	HT1080NT lethal	ATXN2 expr inh	ATXN viability	KB-V1 MDR tox	SW480 rerep	KB-3-1 cytotox
- CC(=O)OC1COC(N2CCc3cc([N+](=O)[O-])ccc32)C(OC(C)=O)C1OC(C)=O (stereo not drawn)
  0%	-10%	25	-2%	-11%	i	11%	2%	14%
- CC1=NN(C2=NS(=O)(=O)c3ccccc32)C(C)(O)C1 (stereo not drawn)
  4%	1%	21	2%	-32%	?	28%	-5%	15%
- Cc1ccccc1CNC(=O)C1CCN(S(=O)(=O)Cc2ccccc2)CC1
  ·	·	·	·	4%	i	2%	·	18%
- Cc1occc1C(=O)Nc1ccc2ccccc2c1
  -12%	12%	-9	-7%	97%[activator]	i	-11%	4%	-6%
- C=CCc1c(C)[nH]c(=S)c(C#N)c1C
  10%	13%	0	10%	2%	i	27%	1%	21%
- O=C(NCC(c1ccc2c(c1)OCO2)N1CCOCC1)c1ccccc1F (stereo not drawn)
  ·	·	·	·	16%	i	-9%	·	-4%
- COC(=O)[C@]1(Cc2ccccc2)N[C@H](CN(C)C(=O)c2ccc(F)cc2)[C@@H]2C(=O)N(Cc3ccccc3)C(=O)[C@@H]21
  2%	-9%	-6	3%	0%	i	-29%	-1%	6%
- NC(=O)CSc1cn(Cc2ccccc2)c2ccccc12
  -18%	-1%	-65*	-10%	-12%	i	?	-1%	-19%
- O=C(CCNS(=O)(=O)c1cccc2nsnc12)NC1CCCc2ccccc21 (stereo not drawn)
  -5%	2%	-4	-9%	5%	i	-15%	-1%	10%
- COC(=O)c1ccccc1NC(=O)CN(c1ccc(Cl)cc1)S(=O)(=O)c1ccc(OC)cc1
  ·	·	·	·	13%	i	-9%	·	5%

A draw from above in order of length of the SMILES, rising:
Order of values – HT1080 IDH1KD tx	MCF10A rereplic	IL1B secr inh	HT1080NT lethal	ATXN2 expr inh	ATXN viability	KB-V1 MDR tox	SW480 rerep	KB-3-1 cytotox
- Cc1occc1C(=O)Nc1ccc2ccccc2c1
  -12%	12%	-9	-7%	97%[activator]	i	-11%	4%	-6%
- NC(=O)CSc1cn(Cc2ccccc2)c2ccccc12
  -18%	-1%	-65*	-10%	-12%	i	?	-1%	-19%
- COC(=O)c1ccccc1NC(=O)CN(c1ccc(Cl)cc1)S(=O)(=O)c1ccc(OC)cc1
  ·	·	·	·	13%	i	-9%	·	5%

(further entries)
Order of values – HT1080 IDH1KD tx	MCF10A rereplic	IL1B secr inh	HT1080NT lethal	ATXN2 expr inh	ATXN viability	KB-V1 MDR tox	SW480 rerep	KB-3-1 cytotox
- OCC1(Cc2ccccc2)CCN(Cc2ccc(-c3ccco3)cc2)CC1
  -12%	?	-2	-26%	?	i	1%	?	7%
- COc1ccc(NC(=O)CSc2nc3ccccc3c(=O)n2CCCO)cn1
  -16%	-2%	?	-5%	3%	i	-5%	-10%	15%
- O=C(CNC(=O)c1cccc(Cl)c1)N/N=C/C=C/c1ccccc1
  7%	1%	-15	3%	-5%	i	-17%	-5%	11%
- O=C(NCc1cccs1)C1CCN(S(=O)(=O)N2CCCC2)CC1
  4%[9.24 µM]	-10%	20	-15%	9%	i	3%	18%	-4%
- CC(=O)Nc1ccc(NC(=O)COC(=O)CCCc2c[nH]c3ccccc23)cc1
  12%	5%	17	1%	-15%	i	3%	-4%	3%
- O=C(CC(C(=O)O)c1ccc(Cl)cc1)c1ccccc1 (stereo not drawn)
  11%	0%	2	-1%	5%	i	4%	-6%	13%
- Cc1ccc(N2CCN(C(=O)c3cc4cc5ccc(C)cc5nc4s3)CC2C)cc1 (stereo not drawn)
  ·	·	·	·	12%	i	-7%	·	2%
- COc1ccc2c(c1)OC(=O)CC2c1ccccc1OC (stereo not drawn)
  -5%	?	22	-4%	-4%	i	-7%	0%	-13%
- CCC1Nc2ncnc(N3CCCCC3)c2N(Cc2ccc(C)cc2)C1=O (stereo not drawn)
  -15%&-4%	-10%	25&9	2%&-10%	-14%&-14%	?	-1%&9%	-11%	-1%&0%
- O=C(CN1CCN(S(=O)(=O)c2ccccc2)CC1)NC(=O)NC1CCCCC1
  0%	7%	-3	-5%	-9%	i	0%	0%	1%
- c1ccc(CN=C2Nc3ccccc3CS2)nc1
  -1%	-3%	-12	6%	-1%	i	-10%	-5%	?
- CCCNC(=O)c1cc(C2CCCN(C(=O)c3ccc4ccccc4c3)C2)on1 (stereo not drawn)
  -1%	·	16	15%	-11%	i	-12%	·	0%
- C=CCNC(=S)NNC(=O)c1cc(-c2cccnc2)nc2ccccc12
  -2%	0%	-2	-3%	5%	i	-1%	5%	5%
- O=C(N/N=C/c1cn(-c2ccccc2)nc1-c1cccnc1)c1ccccc1
  ?	12µM*	?	-25%	12%	i	-19%	?	10%
- O=[N+]([O-])c1ccc(N(c2ccccc2)c2ccccc2)cc1
  -4%	?	-14	-9%	-21%	·	?	10%	-6%
- Nc1nonc1-n1nnc(C(=O)N/N=C/c2ccc(OCc3ccc(F)cc3)cc2)c1COc1ccccc1
  ?	?	-6	18µM*	-3%	i	15%	15µM*	-1%
- O=C1S/C(=C/c2ccc(N3CCOCC3)o2)C(=O)N1Cc1ccc(F)cc1
  9%	10%	-22	14%	-25%	i	1%	6%	10%
- CCCCN(C(=O)c1cc(S(=O)(=O)N2CCOCC2)ccc1N1CCOCC1)c1ccccc1
  0%	·	-14	-5%	·	i	0%	·	-9%
- O=C(c1ccc(-c2ccccc2)cc1)C1CCCN(C(=O)c2cncs2)C1 (stereo not drawn)
  -6%	-1%[9.22 µM]	-16	-4%	-19%	i	?	-48%[inhibitor]	0%
- COc1cc(/C=C(\C#N)C(=O)Nc2ccccc2F)ccc1OCCN1CCOCC1
  14%	5%	i	-6%	17%	i	1%	?	?
- COc1ccc(S(=O)(=O)N(CCc2ccccc2)CC(=O)NCc2ccccc2)cc1
  ·	·	·	·	-7%	i	-27%	·	2%
- CC(OC(=O)/C=C/c1ccco1)C(=O)Nc1cccc([N+](=O)[O-])c1 (stereo not drawn)
  2%	6%	18	4%	18%	i	18µM*	?	?
- CCN(CC)S(=O)(=O)c1ccc(C(=O)Nc2ccc(C(F)(F)F)n(C)c2=O)cc1
  21%	0%	-17	22%	-12%	i	-13%	-2%	17%
- COc1cc(C[C@@H](C)[C@@H](C)Cc2ccc(O)c(OC)c2)ccc1O
  1%	?	15	0%	?	?	-8%	-3%	-18%
- COc1ccc(NC(=O)c2cc(C3CCCCN3C(=O)c3ccc(Cl)cc3)on2)c(C)c1 (stereo not drawn)
  -6%	·	-16	-7%	-17%	i	-9%	·	0%
- O=C(Oc1ccccc1OC(=O)N1CCOCC1)N1CCOCC1
  10%	-3%	37	12%	-8%	i	1%	-3%	-1%
- O=C(/C=N/O)Nc1ccccc1
  19%	-2%	6	15%	-1%	i	-8%	4%	4%
- C[C@@H](OC(=O)c1[nH]cnc1C(=O)N1CCc2ccccc2C1)c1ccccc1
  1%	-16%	27	-5%	-1%	i	0%	-2%	2%
- O=C(/C=C/c1ccc(Br)o1)NCc1ccccc1
  14%	-4%	20	8%	·	i	9%	-1%	0%
- O=C(Nc1cccc(F)c1)/C(=C\c1cccnc1)NC(=O)c1ccco1
  -7%	0%	0	-2%	-3%	i	6%	-3%	-8%
- O=[N+]([O-])c1ccc(N=Cc2ccc(Br)c([N+](=O)[O-])c2)cc1
  -14%	?	-99*	?	16%	i	?	?	?
- COC(=O)c1ccccc1C(=O)N1CCCC(CCC(=O)NCc2ccc(F)c(F)c2)C1 (stereo not drawn)
  21%	0%	28	1%	-1%	i	3%	-3%	-2%
- CCCCNCCOc1ccccc1-c1ccccc1
  -13%	?	-60*	-9%	-21%	i	-40%	24%	-2%
- Cc1ccc(NC(=O)CN2C(=O)NC3(CCCC3)C2=O)cc1S(=O)(=O)N1CCCCC1
  -1%	-2%	2	14%	·	i	-18%	-8%	-1%
- CC(=O)Nc1ccc(S(=O)(=O)N(CC(=O)Nc2cc(C)on2)Cc2ccc(F)cc2)cc1
  -3%	7%	0	13%	·	i	?	7%	-11%
- O=C(CN1C(=O)CCC1=O)NC(=O)NC1CCCC1
  10%	-2%	6	9%	3%	i	17%	-45%[inhibitor]	24%
- C=CCNC(=S)N/N=C(\C)c1cccnc1
  -6%	1%	-12	-12%	-35%	i	0%	-10%	?
- CC(OC(=O)c1cccc(S(=O)(=O)N2CCCC2)c1)C(=O)NC1CCCCC1C (stereo not drawn)
  -15%	-16%	32	-3%	4%	i	-4%	-23%	-2%
- Cc1ccc(S(=O)(=O)NCC(=O)OCc2cc(=O)oc3c(C)c(C)ccc23)cc1C
  11%	8%	0	11%	-5%	i	-19%	-1%	3%
- Cc1cccc(CCN(C(=O)c2csnn2)C(C(=O)NC2CCCC2)c2ccco2)c1 (stereo not drawn)
  -13%	-3%	-85*	-18%	-2%	i	-25%	14%	-16%
- CCOC(=O)c1c(C)oc2c1c1c(c3ccccc32)OCN(Cc2cccnc2)C1
  -6%	18%	-13	-1%	126%[activator]	i	?	-3%	-4%
- Oc1ccc(-c2n[nH]c(=S)n2Cc2ccco2)cc1
  -9%	-5%	0	-16%	1%	i	8%	-7%	-4%
- CCOC(=O)Nc1nnc(/C=C/c2ccc(OC)cc2)s1
  15%	-8%	11	12%	20%	i	?	1%	17%
- CCc1ccc(NC(=O)CSc2nc3c(c(=O)[nH]2)CN(Cc2ccc(C)cc2)CC3)cc1
  ·	·	·	·	9%	i	-16%	·	-13%
- Cc1ccccc1NCCC(=O)Nc1ccc(Cl)cc1
  -15%	1%	-6	-2%	-10%	i	?	-2%	-27%
- Cc1nc2ccccn2c(=O)c1NC(=O)c1ccc(Br)o1
  8%	·	9	-1%	·	?	9%	·	0%
- COc1cc(NC(=O)CCC(=O)OCCCC(F)(F)C(F)(F)F)nc(OC)n1
  0%	?	38	8%	5%	i	13%	1%	?
- Cc1cc2occ(CC(=O)N(C)CC(=O)Nc3ccccc3Br)c2cc1C
  -6%	1%	-17	-6%	-3%	i	?	-2%	8%
- Cc1cc(NS(=O)(=O)c2c(C)c(C)cc(C)c2C)no1
  -1%	4%	28	-3%	-14%	i	2%	3%	5%
